Screening data deposited in PubChem BioAssay by several laboratories.
RmlCD inh 1536: M. tuberculosis RmlC/RmlD inhibition. actives 0.03% (n = 160,000). RmlC+RmlD coupled enzyme assay, percent inhibition; primary screen in compound mixtures. inhibition, % at 3.6 µM. P9WH09+P9WH11; in the data active means inhibition mostly above about 34%, no sharp cut-off; further: some results filed as inactive read as strong as hits
Target sequence (P9WH09 whole entry, looked up): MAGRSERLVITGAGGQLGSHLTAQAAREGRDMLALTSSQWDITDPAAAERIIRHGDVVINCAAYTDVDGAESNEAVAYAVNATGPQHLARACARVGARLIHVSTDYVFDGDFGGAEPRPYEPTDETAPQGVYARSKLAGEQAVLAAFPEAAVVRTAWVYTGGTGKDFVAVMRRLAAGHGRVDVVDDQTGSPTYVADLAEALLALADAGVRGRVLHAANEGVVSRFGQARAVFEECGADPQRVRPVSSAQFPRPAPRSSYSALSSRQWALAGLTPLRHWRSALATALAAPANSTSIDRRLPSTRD
Target sequence (P9WH11 whole entry, looked up): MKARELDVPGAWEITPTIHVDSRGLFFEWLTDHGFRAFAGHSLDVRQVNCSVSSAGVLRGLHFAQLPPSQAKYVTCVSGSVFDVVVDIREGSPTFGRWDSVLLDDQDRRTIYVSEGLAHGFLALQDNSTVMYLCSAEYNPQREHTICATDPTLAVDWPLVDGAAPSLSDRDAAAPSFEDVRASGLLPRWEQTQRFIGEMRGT
GlmU inhibition: inhibition of mycobacterial GlmU enzyme – biochemical, glucosamine-1-phosphate acetyltransferase (AID 1376) | M. tuberculosis GlmU acetyltransferase enzyme assay; higher % means a stronger effect | inhibition, %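 (tested at 30 µM in the primary screen)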; hits with a dose series show IC50 in µM | actives 0.25% (n = 220,000); in the data active means inhibition above about 13%;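 further: 0% = complete reaction with vehicle and 100% = reaction without substrate; strong numbers were not always called active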
Numbers without * were called inactive.

Results for Cc1ccc(NC(=O)CSc2ccccn2)cc1S(=O)(=O)N1CCOCC1 ?
RmlCD inh 1536: -9.6; GlmU inhibition: 0.0%

Results for CCOC(=O)C1=C(c2ccccc2)N2CCS(=O)(=O)N=C2S1 ?
GlmU inhibition: 2.4%

What do the screens show for `N#CC(C(=O)NC1CCCCC1)c1nc2ccccc2nc1N1CCN(c2ccc(F)cc2)CC1` (stereo unspecified)?
RmlCD inh 1536: -4.8; GlmU inhibition: -2.3%

How did O=C(Cc1ccccc1)NN1C(=O)c2ccccc2C1=O do in these assays?
RmlCD inh 1536: -2.0; GlmU inhibition: -5.1%

How did Cc1nn(-c2ccc(C(=O)OC(C)C)cc2)c(C)c1[N+](=O)[O-] do in these assays?
RmlCD inh 1536: 9.3; GlmU inhibition: -6.7%

What do the screens show for `Cc1cc(/C=C2/NC(=O)NC2=O)c(C)n1-c1ccc(N2CCOCC2)cc1`?
RmlCD inh 1536: -20.0; GlmU inhibition: 1.5%

Results for Cn1cnnc1SCC(=O)OCN1C(=O)c2ccccc2C1=O ?
RmlCD inh 1536: -7.6; GlmU inhibition: -2.2%

How did CCOc1ccc(OCc2ccc(C(=O)N3CCCC(C)C3)cc2)cc1 (stereo unspecified) do in these assays?
RmlCD inh 1536: 63.0; GlmU inhibition: -4.6%

What do the screens show for `CCC(CC)NC(=O)CO/N=C/c1ccc(Cl)cc1Cl`?
RmlCD inh 1536: -6.1; GlmU inhibition: 4.5%

How did COc1ccccc1N1CCN(S(=O)(=O)CC23CCC(CC2=O)C3(C)C)CC1 (stereo unspecified) do in these assays?
RmlCD inh 1536: -0.2; GlmU inhibition: 3.4%

How did COc1ccccc1CNc1nc2nc(C)c(Cl)c(=O)n2[nH]1 do in these assays?
RmlCD inh 1536: 7.0; GlmU inhibition: 3.3%

What do the screens show for `Cc1ccc(NP(=O)(Nc2ccc(C)cc2)Nc2ccc(C)cc2)cc1`?
RmlCD inh 1536: -7.3; GlmU inhibition: -1.9%

What do the screens show for `CCCCCNc1nc(-c2ccccc2)nc(-n2ccnc2)n1`?
RmlCD inh 1536: 8.7; GlmU inhibition: 1.2%

Results for Cc1ccc(Cn2c(O)c(N=NC(=S)Nc3ccccc3F)c3ccccc32)cc1 ?
RmlCD inh 1536: -8.2; GlmU inhibition: 0.2%

Results for Cc1csc(Nc2ccc(Cl)cc2)n1 ?
RmlCD inh 1536: -4.1; GlmU inhibition: 1.5%

Results for Nc1nc(CSc2nc3ccccc3s2)nc(Nc2ccccc2)n1 ?
RmlCD inh 1536: 9.1; GlmU inhibition: 3.9%

Results for Cc1ccc(S(=O)(=O)NN2C(=O)c3ccccc3NC2C)cc1 (stereo unspecified) ?
RmlCD inh 1536: -3.5; GlmU inhibition: 1.2%

How did O=C(Nc1ccccn1)c1c(O)c2cccc3c2n(c1=O)CCC3 do in these assays?
RmlCD inh 1536: -4.8; GlmU inhibition: 4.5%

Results for Cc1ncoc1C(=O)Nc1cccc(Cl)c1 ?
GlmU inhibition: -0.8%

Results for CC(=O)Nc1cc(C(=O)N2CCC3(CC2)OCCO3)ccc1Sc1ccc(F)cc1 ?
RmlCD inh 1536: 10.8; GlmU inhibition: -0.7%

How did CNCC(O)COc1ccccc1 (stereo unspecified) do in these assays?
RmlCD inh 1536: 7.9; GlmU inhibition: -11.6%

Results for COC(CC(=O)NNC(=S)Nc1ccccc1)OC ?
RmlCD inh 1536: 9.1; GlmU inhibition: 6.4%

Results for COc1ccc(N2CCN(C(=O)C3Cc4ccccc4CN3C(=O)c3ccccc3)CC2)cc1 (stereo unspecified) ?
RmlCD inh 1536: -5.7; GlmU inhibition: -0.7%

What do the screens show for `CN(C(=O)COC(=O)c1ccc2[nH]c3c(c2c1)CCCC3)C1CCS(=O)(=O)C1` (stereo unspecified)?
RmlCD inh 1536: -2.6; GlmU inhibition: 4.4%

Results for CNc1nc(Oc2ccc(=O)n(C)n2)nc(N2CCOCC2)n1 ?
RmlCD inh 1536: -1.1; GlmU inhibition: 3.3%

Results for Cc1cc(C)c(NC(=O)CS(=O)CC(=O)N2CCN(c3ccccc3)CC2)c(C)c1 (stereo unspecified) ?
GlmU inhibition: -0.4%

What do the screens show for `COc1ccc(-c2ccc(CCC(=O)O)n2C(C)C)cc1`?
RmlCD inh 1536: -8.3; GlmU inhibition: 0.4%

What do the screens show for `CCOC(=O)C1CCN(C(C)C(=O)c2c(C)[nH]c3cc(C)ccc23)CC1` (stereo unspecified)?
GlmU inhibition: 0.8%

Results for COc1ccccc1OCCC(=O)OCC(=O)Nc1cccc(Br)c1 ?
RmlCD inh 1536: 5.2; GlmU inhibition: -4.9%

How did CC(NC(=O)C(=S)N1CCN(C)CC1)c1ccccc1 (stereo unspecified) do in these assays?
RmlCD inh 1536: -11.9; GlmU inhibition: -2.8%

Results for O=S(=O)(c1ccccc1)N1CCSC1c1ccco1 (stereo unspecified) ?
RmlCD inh 1536: 11.1; GlmU inhibition: 3.3%

Results for COc1ccccc1N1CC(C)(C)C(=O)N(C(=O)c2c(F)cccc2Cl)C1=S ?
RmlCD inh 1536: -8.5; GlmU inhibition: 1.1%

Results for Cc1ccc(C(=O)Nc2cc(C(C)C)c(O)c(C(C)C)c2)cc1 ?
RmlCD inh 1536: 1.5; GlmU inhibition: 11.2%

How did Cc1ccc(OC(=O)CCC(=O)N2CCc3ccccc32)cc1 do in these assays?
RmlCD inh 1536: -8.3; GlmU inhibition: 1.5%

Results for CC(=O)C1=C(O)C(=O)N(c2ccc(C)cc2)C1c1ccc([N+](=O)[O-])cc1 (stereo unspecified) ?
RmlCD inh 1536: 5.4; GlmU inhibition: -0.4%

Results for O=C1CNC(=O)/C1=C/c1ccc(O)cc1 ?
GlmU inhibition: -0.1%

What do the screens show for `COC(=O)Oc1cncc(C(=O)O)c1`?
RmlCD inh 1536: -0.1; GlmU inhibition: 1.7%

How did CC1=C(C(=O)Nc2ccccc2)C(c2cccnc2)n2nc(-c3cccnc3)nc2N1 (stereo unspecified) do in these assays?
RmlCD inh 1536: 0.6; GlmU inhibition: 7.1%

Results for COc1cccc(Cl)c1NC(=O)N1CCc2c([nH]c3ccccc23)C1C(F)(F)F (stereo unspecified) ?
RmlCD inh 1536: -6.5; GlmU inhibition: 4.2%

How did C=CCn1c2ccccc2c2nnc(SC(CC)C(=O)Nc3sc4c(c3C#N)CCCC4)nc21 (stereo unspecified) do in these assays?
RmlCD inh 1536: -11.3; GlmU inhibition: 8.7%

How did O=C1CCN(Cc2ccccc2)C(=O)N1c1ccccc1 do in these assays?
RmlCD inh 1536: 12.0; GlmU inhibition: -4.2%

How did O=S(=O)(/C=C/c1ccccc1)Nc1ccc(N2CCOCC2)cc1 do in these assays?
GlmU inhibition: 3.9%

Results for CCOC(=O)/C(C#N)=N\Nc1ccc(S(=O)(=O)Nc2nc(C)cc(C)n2)cc1 ?
RmlCD inh 1536: 4.0; GlmU inhibition: -4.7%

Results for COc1ccccc1-c1nc(-c2ccccn2)no1 ?
RmlCD inh 1536: 48.3; GlmU inhibition: -5.6%

What do the screens show for `Cc1nc(-c2ccncc2)sc1C(=O)Nc1ccc(Br)cc1`?
RmlCD inh 1536: 36.1; GlmU inhibition: -0.5%

What do the screens show for `CC1CN(c2nn3c(=O)c4ccccc4nc3c3ccccc23)CC(C)O1` (stereo unspecified)?
GlmU inhibition: 0.5%

Results for N#Cc1c2n(cnc1=O)CCCCC2 ?
RmlCD inh 1536: 7.7; GlmU inhibition: 6.7%

Results for CC(=O)NC1=NN(C(C)=O)C(C)(c2ccc(Cl)s2)S1 (stereo unspecified) ?
GlmU inhibition: -5.0%

What do the screens show for `Cc1nnc(SCCC(=O)Nc2ccc(F)cc2)s1`?
GlmU inhibition: 1.2%

Results for CCCCCCc1cc2cc(S(=O)(=O)c3ccc(F)c(Cl)c3)c(=O)oc2cc1O ?
RmlCD inh 1536: 9.3; GlmU inhibition: -2.6%

Structures from the list above that have a COOH group:
What do the screens show for `COc1ccc(-c2ccc(CCC(=O)O)n2C(C)C)cc1`?
RmlCD inh 1536: -8.3; GlmU inhibition: 0.4%

What do the screens show for `COC(=O)Oc1cncc(C(=O)O)c1`?
RmlCD inh 1536: -0.1; GlmU inhibition: 1.7%

Back to the main list, starting four compounds before the break.
Results for N#Cc1c2n(cnc1=O)CCCCC2 ?
RmlCD inh 1536: 7.7; GlmU inhibition: 6.7%

Results for CC(=O)NC1=NN(C(C)=O)C(C)(c2ccc(Cl)s2)S1 (stereo unspecified) ?
GlmU inhibition: -5.0%

What do the screens show for `Cc1nnc(SCCC(=O)Nc2ccc(F)cc2)s1`?
GlmU inhibition: 1.2%

Results for CCCCCCc1cc2cc(S(=O)(=O)c3ccc(F)c(Cl)c3)c(=O)oc2cc1O ?
RmlCD inh 1536: 9.3; GlmU inhibition: -2.6%

What do the screens show for `Cc1cc(NN)nc(NS(=O)(=O)c2ccc(Cl)cc2)n1`?
RmlCD inh 1536: -0.4; GlmU inhibition: 1.9%

How did COc1ccc(C=C(c2ccc(OC)cc2)c2ccc(OC)cc2)cc1 do in these assays?
GlmU inhibition: 0.1%

What do the screens show for `COc1ccc(-c2c(C(F)(F)F)nn(C)c2NC(=O)c2cccnc2)cc1`?
RmlCD inh 1536: -10.1; GlmU inhibition: 7.2%

Results for CC1(C)C2([N+](=O)[O-])CNCC1([N+](=O)[O-])CNC2 ?
GlmU inhibition: -1.2%

Results for CC1=C(C(=O)N2CCOCC2)C(c2ccc(Br)cc2)NC(=S)N1c1ccccc1 (stereo unspecified) ?
RmlCD inh 1536: 4.0; GlmU inhibition: 5.6%

Results for CC(=O)NC(Cc1ccc(O)cc1)C(=O)NN (stereo unspecified) ?
RmlCD inh 1536: 0.9; GlmU inhibition: -0.3%

Results for COc1ccc2nc(COC(=O)c3ccco3)c(C(C)=O)[n+]([O-])c2c1 ?
RmlCD inh 1536: 8.7; GlmU inhibition: 1.9%

How did Nc1nc(CN2CCc3ccccc3C2)nc(Nc2ccccc2)n1 do in these assays?
RmlCD inh 1536: -2.8; GlmU inhibition: -3.6%

Results for O=C1NCCCC1C(=O)N/N=C/c1ccccc1[N+](=O)[O-] (stereo unspecified) ?
RmlCD inh 1536: 32.5; GlmU inhibition: 0.2%

How did Oc1ccccc1C=NC1CCCCC1N=Cc1ccccc1O (stereo unspecified) do in these assays?
RmlCD inh 1536: 3.2; GlmU inhibition: 1.6%

3 entries drawn at random from the list so far:
Results for O=C1NCCCC1C(=O)N/N=C/c1ccccc1[N+](=O)[O-] (stereo unspecified) ?
RmlCD inh 1536: 32.5; GlmU inhibition: 0.2%

What do the screens show for `COc1ccc(-c2c(C(F)(F)F)nn(C)c2NC(=O)c2cccnc2)cc1`?
RmlCD inh 1536: -10.1; GlmU inhibition: 7.2%

Results for CC(=O)NC(Cc1ccc(O)cc1)C(=O)NN (stereo unspecified) ?
RmlCD inh 1536: 0.9; GlmU inhibition: -0.3%

(more compounds)
Results for Cc1ccccc1NC(=O)NCc1ccco1 ?
RmlCD inh 1536: 12.7; GlmU inhibition: 2.3%

What do the screens show for `CNc1oc(-c2ccccc2Cl)nc1P(=O)(c1ccccc1)c1ccccc1`?
RmlCD inh 1536: 6.5; GlmU inhibition: 5.9%

Results for Cc1ccc(NC(=O)Nc2cccs2)c(Cl)c1 ?
RmlCD inh 1536: 0.5; GlmU inhibition: -3.8%

How did CCOC(=O)c1sc(NC(=O)c2ccc(S(=O)(=O)N3CCCCCC3)cc2)nc1-c1ccccc1 do in these assays?
RmlCD inh 1536: -7.4; GlmU inhibition: -4.3%

What do the screens show for `COc1ccc(CN2C(=O)CC(Cc3ccc(C)cc3)C2=O)cc1OC` (stereo unspecified)?
RmlCD inh 1536: 105.7; GlmU inhibition: -6.8%

How did N=c1cc(C2(O)CCCCC2)n2c(nc3ccccc32)s1 do in these assays?
GlmU inhibition: -1.6%

What do the screens show for `C=CCNC(=O)c1scc2c1CCCC2`?
GlmU inhibition: -8.3%

What do the screens show for `CCCCSc1nc(O)c(C2OC(=O)c3c2ccc(OC)c3OC)c(=O)n1-c1ccccc1` (stereo unspecified)?
GlmU inhibition: -4.2%

How did O=C(CN1C(=O)C2C3C=CC(C3)C2C1=O)N1CC=C(c2ccccc2)CC1 (stereo unspecified) do in these assays?
RmlCD inh 1536: -10.9; GlmU inhibition: 2.0%

What do the screens show for `COC(=O)c1c(NC(=O)c2nn(C)cc2Cl)sc2c1CCCC2`?
GlmU inhibition: 2.5%

How did Nc1ccc(N(CCO)CCO)cc1 do in these assays?
RmlCD inh 1536: 6.2; GlmU inhibition: 2.3%

Results for CCOc1ccc(CN(C)CC(=O)NCc2ccccc2Cl)cc1 ?
RmlCD inh 1536: -6.8; GlmU inhibition: 2.1%

What do the screens show for `Cc1ccccc1NC(=O)C1CCCN(S(=O)(=O)c2c(C)noc2C)C1` (stereo unspecified)?
RmlCD inh 1536: 5.4; GlmU inhibition: 4.1%

What do the screens show for `NC(=O)COC(=O)c1ccccc1OCc1ccc(Cl)cc1`?
RmlCD inh 1536: -9.5; GlmU inhibition: -0.9%

Results for COc1ccc(C2CC(=O)OC3=C2C(=O)CC(C)(C)C3)c(OC)c1 (stereo unspecified) ?
RmlCD inh 1536: 4.4; GlmU inhibition: -3.4%

How did O=C(N/N=C/c1cccc([N+](=O)[O-])c1)c1c[nH]c2ccccc12 do in these assays?
RmlCD inh 1536: 2.4; GlmU inhibition: 1.2%

Entries listed so far that have a CF3 group:
Results for COc1cccc(Cl)c1NC(=O)N1CCc2c([nH]c3ccccc23)C1C(F)(F)F (stereo unspecified) ?
RmlCD inh 1536: -6.5; GlmU inhibition: 4.2%

What do the screens show for `COc1ccc(-c2c(C(F)(F)F)nn(C)c2NC(=O)c2cccnc2)cc1`?
RmlCD inh 1536: -10.1; GlmU inhibition: 7.2%

Only part of the results is shown (hit frequency here may not be typical).
